MrgX1 allo act: human MrgX1 positive allosteric modulation, primary screen | 310,000 tested, 0.63% active | Q96LB2 | AID 588675 | MrgX1-HEK293, Fluo-4 calcium flux, FDSS; hits give high values | B-score at 10 µM;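 active means plate-corrected calcium response at least 3 library SD above typical, normal starting fluorescence, not activating the receptor alone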;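 further: compound read alongside a low EC10 to EC30 dose of BAM8-22 agonist; peak minus trough fluorescence over baseline measured at the second addition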
Target sequence (Q96LB2 whole entry, looked up): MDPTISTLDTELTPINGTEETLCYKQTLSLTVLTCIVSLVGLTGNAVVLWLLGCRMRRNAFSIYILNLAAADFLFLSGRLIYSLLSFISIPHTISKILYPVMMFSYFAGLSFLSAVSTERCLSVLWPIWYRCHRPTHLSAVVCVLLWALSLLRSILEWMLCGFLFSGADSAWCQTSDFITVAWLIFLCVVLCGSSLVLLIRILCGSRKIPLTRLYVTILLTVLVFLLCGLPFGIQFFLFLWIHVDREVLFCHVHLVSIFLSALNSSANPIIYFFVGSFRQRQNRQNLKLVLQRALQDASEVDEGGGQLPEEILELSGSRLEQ
TRPC4 agonist: opens the mouse TRPC4 cation channel | Q9QUQ5 | B-score at 10 µM | HEK293 TRPC4beta/mu-opioid, Fluo4 calcium fluorescence; hits give high values | AID 2237 | 310,000 tested, 0.49% active;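 active means B-score above 5 SD of library B-scores, and initial fluorescence ratio not above library mean plus 5 SD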;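 further: positive B-score marks a calcium rise read as TRPC4 activation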
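Incubation: 45 min room-temperature Fluo4 loading, 110 s read / System: HEK293 cells stably co-expressing mouse TRPC4beta and mu-opioid receptor / Signal: Fluo4 fluorescence, kinetic / Control set: buffer (low) and maximal DAMGO (high) / Measure: integrated baseline-normalised fluorescence ratio, converted to per-well B score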
TRPC6 activator: activates the mouse TRPC6 cation channel | Q61143 | HEK293-TRPC6 membrane potential dye fluorescence; hits give high values | B-score at 10 µM | 310,000 tested, 0.13% active | AID 2550;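 active means B-score of the integrated fluorescence ratio above library mean plus 3 SD, and starting fluorescence ratio within library mean plus 5 SD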;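 further: higher score means more depolarization so channel activation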
MrgX1 agonist: human MrgX1 receptor agonism, primary screen | 310,000 tested, 0.44% active | Q96LB2 | MrgX1-HEK293 cells, Fluo-4 calcium fluorescence, agonist mode; hits give high values | B-score at 10 µM;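 active means calcium response B-score plate-corrected fluorescence ratio at least 3 library SD, with starting fluorescence B-score inside 5 SD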
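Material: MrgX1-expressing HEK293 cells / Dosing: compound as first of three additions / Incubation: overnight seeding, then 1 h dark dye loading / Signal: Fluo-4 NW calcium fluorescence / Evaluation: B-scored fluorescence response ratio / Benchmarks: positive and negative control wells on each plate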
TRPC4 block: inhibitors of mouse TRPC4 channel | 300,000 tested, 0.39% active | HEK293 TRPC4beta/mu-opioid, DAMGO-evoked Fluo4 calcium flux; hits give low values | B-score at 10 µM;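 active means B-score over 3 SD under the library average, no early fluorescence shift, positive overall ratio signal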
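Signal: kinetic Fluo4 fluorescence imaging of calcium influx. Material: stable TRPC4beta/mu-opioid receptor HEK293 cells. Probe or stimulus: DAMGO in two steps, submaximal then maximal.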
SKKanGAS inh: SKKanGAS growth inhibition. S. pyogenes SKKanGAS, kanamycin growth, BacTiter-Glo, 6 h. inhibition, % at 7.5 µM. 300,000 tested, 1.3% active;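 active means mean replicate score, as percent of positive control median, at least 50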;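 further: strain carries kanamycin resistance gene driven by streptokinase promoter and grows in 40 µg/ml kanamycin; loss of luminescence reflects streptokinase promoter inhibition or plain growth inhibition; 0% = median of DMSO wells and 100% = positive control at its reference dose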
MrgX1 antag: blocks BAM8-22 activation of human MrgX1 receptor. Q96LB2. MRGX1-HEK293 calcium flux, Fluo-4, BAM8-22 antagonism; hits give low values. B-score at 10 µM. 310,000 tested, 1.3% active;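 active means calcium-response B-score plate-corrected more than 3 library SD below zero, starting fluorescence within 5 deviations, no agonist response on first addition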;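 further: peak minus trough fluorescence over baseline after final BAM8-22 challenge near maximal dose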
TRPC6 inh: inhibitors of mouse TRPC6 channel; Q61143; HEK293-TRPC6, membrane potential dye, ACh-evoked depolarization; hits give low values; B-score at 10 µM; 310,000 tested, 1.1% active;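 active means B-score under library mean minus 3 SD, initial fluorescence not abnormally high, positive integrated signal ratio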;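 further: B-score derived from integrated fluorescence ratio over the kinetic read; more negative B-score means stronger inhibition of depolarization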
ANO1 activ: mouse TMEM16A channel activation, primary screen. Q8BHY3. HEK293 TMEM16A/YFP-H148Q/I152L, iodide quench fluorescence; hits give low values. B-score at 10 µM. 340,000 tested, 0.3% active. AID 623877;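 active means fluorescence-ratio B-score plate-corrected deviation score at least 3 library SD below zero, with starting fluorescence score within 5 deviations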;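 further: channel opened by trigger with iodide after compound preincubation; score built on the fluorescence ratio of max minus min over baseline; more negative score means more quench and so TMEM16A activation or potentiation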
ANO1 block: blocks the mouse calcium-activated chloride channel TMEM16A; Q8BHY3; HEK293 TMEM16A/YFP iodide influx fluorescence, ionomycin; normalized B-score (activity score, 25-100; higher = stronger inhibition) at 10 µM; 310,000 tested, 1.2% active; AID 588511;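 active means ratio plate-corrected score three or more library SD toward inhibition, starting fluorescence score within five deviations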;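 further: score derived from kinetic fluorescence span divided by baseline fluorescence per well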
TRPC4 potent: allosterically enhances the mouse TRPC4 cation channel | Q9QUQ5 | HEK293 TRPC4beta/mu-opioid, DAMGO EC20, Fluo-4 Ca2+ flux; hits give high values | B-score at 10 µM | 310,000 tested, 0.42% active | AID 2227;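 active means B-score of calcium response area above 5 SD of library B-scores, with initial fluorescence ratio within 5 SD of library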;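 further: B-score of integrated fluorescence ratio over time as area under calcium response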
* hit, by the source's call; i = inactive; . = no result given. An excerpt. The share of hits here may be higher or lower than overall.

SMILES	MrgX1 allo act	TRPC4 agonist	TRPC6 activator	MrgX1 agonist	TRPC4 block	SKKanGAS inh	MrgX1 antag	TRPC6 inh	ANO1 activ	ANO1 block	TRPC4 potent
COc1ccc(NC(=O)N2CCC3(CC2)OCCO3)c(OC)c1	i	i	i	i	i	-5.5	i	i	i	i	i
Cc1ccc(NC2=NCCCS2)c(C)c1C	i	i	i	i	i	1.2	i	i	i	i	i
N[C@@]1(C(=O)O)CC[C@@H](C(=O)O)C1	i	.	.	i	.	.	i	.	i	i	.
CCOc1ccccc1C1SCC(=O)Nc2c1c(=O)[nH]n2C(CC)CC (stereo not drawn)	i	i	i	i	i	-10.0	i	i	i	i	i
CC(C)OCCCNC(=O)c1c(N)n(CC2CCCO2)c2nc3ccccc3nc12 (stereo not drawn)	i	i	i	i	i	-2.2	i	-5.04*	i	i	i
COc1ccc2[nH]cc(CCN=C(N)N)c2c1	i	i	i	i	i	6.1	i	i	i	i	i
CC(C)NS(=O)(=O)c1ccc(OCC(=O)N2CCN(Cc3ccccc3)CC2)c(Cl)c1	i	i	i	i	i	-3.6	i	i	i	i	i
Cc1ccc(CN2C3CCCC2CC(NC(=S)NCc2ccccc2)C3)cc1 (stereo not drawn)	i	i	i	i	-8*	-7.9	i	i	i	i	i
CCN(CC)CC(=O)Nc1ccc(Cl)cc1C(=O)c1ccccc1	i	i	i	i	-6*	14.5	i	i	i	i	i
N=C1SCC(=O)N1Cc1ccccc1	i	i	i	i	i	1.3	i	i	i	i	i
CCOc1ccc(N=Cc2c(O)n(-c3ccc(C)c(C)c3)c(=O)[nH]c2=O)cc1	i	i	i	i	i	-0.5	i	i	i	i	i
C=CCN1C(=O)/C(=C/c2cccs2)C(=O)NC1=S	i	i	i	i	i	-7.1	i	i	i	i	i
COc1ccc(C)cc1NC(=O)c1c(C)nn(Cc2ccccc2)c1Cl	i	i	i	i	i	8.3	i	i	i	i	i
Cc1cc(OCc2nn[nH]n2)c2c3c(c(=O)oc2c1)CCCC3	i	i	i	i	i	-0.9	i	i	i	i	i
Nc1ccc2c(c1)Cc1ccccc1-2	i	i	i	i	i	0.8	i	i	i	i	i
CCC12CN3CC(CC)(CN(C1)C3c1cccnc1)C2=O (stereo not drawn)	i	i	i	i	i	-3.2	i	i	i	i	i
O=C(c1cccs1)C1CN2CCC1CC2 (stereo not drawn)	i	i	i	i	i	-3.0	i	i	i	i	i
CN1c2ccc([N+](=O)[O-])cc2CC2(C(=O)NC(=O)NC2=O)C1c1ccccc1 (stereo not drawn)	i	i	i	i	i	-10.6	i	i	i	i	i
Cc1[nH]c2c(C(F)(F)F)cccc2c1CCN	i	i	i	i	i	2.0	i	i	i	i	i
CN1C(=O)C(C2c3ccccc3C(=O)N2Cc2ccccc2)C(=O)N(C)C1=O (stereo not drawn)	i	i	i	i	i	1.2	i	i	i	i	i
O=C(CNC(=O)c1ccccc1)Nc1ccc(Br)cc1C(=O)c1ccccc1	i	i	i	i	i	-4.0	i	i	i	i	i
NCCc1c[nH]c2ccc(F)cc12	i	i	i	i	i	-1.8	i	i	.	i	i
COc1ccc(C2NCCc3[nH]cnc32)cc1 (stereo not drawn)	i	175*	i	i	i	14.0	i	i	i	i	i
Cc1ccc(P(=S)(c2ccc(C)o2)N2CCOCC2)o1	i	i	i	i	i	-1.3	i	i	i	i	i
CCOP(=O)(OCC)/C(C#N)=C/c1ccoc1	i	i	i	i	i	0.8	i	i	i	i	i
CCOC(=O)c1c(C)n(CCOC)c2ccc(O)cc12	i	i	i	i	i	-3.1	i	i	i	i	i
CC/C(=N\NC(=O)c1ccccc1)c1c(O)n(C2CCCCC2)c(=O)[nH]c1=O	i	i	i	i	i	3.7	i	i	i	i	i
COc1cc(/C=C2\C(=O)NC(=O)N(CCc3ccc(F)cc3)C2=O)ccc1O	i	i	i	i	i	-9.4	i	i	i	i	i
CC(NC1CCCCC1)C(O)C12CC3CC(CC(C3)C1)C2 (stereo not drawn)	i	i	i	i	i	-6.2	i	i	i	i	i
c1ccc2c(CN3CCCCC3)c[nH]c2c1	i	i	i	i	i	-1.9	i	i	i	i	i
COc1ccc(N2CCN(CCCN)CC2)cc1	i	i	i	i	i	-0.9	i	i	i	i	i
Cc1cc(C=C2C(=O)N(C)C(=S)N(C)C2=O)c(C)n1C1CCCC1	i	i	i	i	i	2.3	i	i	i	i	i
CCCCP(=O)(O)CCC(=O)O	i	i	i	i	i	4.6	i	i	i	i	i
Cc1cc(N2C(=O)CC(N3CCC(n4c(=O)[nH]c5ccccc54)CC3)C2=O)no1 (stereo not drawn)	i	i	i	i	i	-4.0	-5.42*	i	i	i	i
CCCCCn1c(=O)c(C(=O)Nc2ccccc2Cl)c(O)c2ccccc21	i	i	i	i	i	3.9	i	i	i	i	i
CCCCNC(=O)NC(C(N)=O)P(=O)(OCC)OCC (stereo not drawn)	i	i	i	i	i	-1.6	i	i	i	i	i
O=C(Cc1ccccc1)OCCN1CCCCC1	i	i	i	i	i	-2.9	i	i	i	i	i
CCCC(=O)Nc1cc(C(=O)N2CCC3(CC2)OCCO3)ccc1S(=O)(=O)c1ccc(C)cc1	i	i	i	i	i	.	i	i	i	i	i
COc1ccccc1Cn1c(SCC(=O)C(C)(C)C)nc2cc(C(=O)N3CCC4(CC3)OCCO4)ccc2c1=O	i	i	i	i	i	14.1	i	i	.	i	i
Cc1nn(Cc2ccccc2)c(C)c1C(=O)NCc1ccccc1F	i	i	i	i	i	-22.8	i	i	i	i	i
Cc1ccc2nc(C)n(-c3ccc(F)cc3)c(=O)c2c1	i	i	i	i	i	-15.4	i	i	i	i	i
O=[N+]([O-])c1ccc(Cl)c([N+](=O)[O-])c1	i	.	.	i	.	.	i	.	i	i	.
CN1C(=O)C(=Cc2ccccc2OS(=O)(=O)c2ccccc2)C(=O)N(C)C1=O	i	i	i	i	i	19.3	i	i	i	i	i
Cc1nn(-c2ccccc2)c(C)c1NC(=O)COC(=O)Cc1ccccc1	i	i	i	i	i	-1.0	i	i	i	i	i
O=C(c1cc2c(s1)CCCCCC2)N1CCC2(CC1)OCCO2	i	i	i	i	i	-7.1	i	i	i	i	i
Nc1c(C(=O)NCCc2ccccc2)c2nc3ccccc3nc2n1CCN1CCOCC1	i	i	i	i	i	14.2	i	i	i	i	i
CCOC(=O)C1CCN(C(C)C(=O)c2c(C)[nH]c3cc(C)ccc23)CC1 (stereo not drawn)	i	.	.	i	.	-2.5	i	.	i	i	.
CC(=O)OC1(c2ccccc2)CCN(C)CC1(C)C (stereo not drawn)	i	i	i	i	i	0.0	i	i	i	i	i
COc1ccc(-[n+]2c(-c3ccccc3)cc(-c3ccccc3)cc2-c2ccccc2)cc1	i	i	i	i	i	-3.7	-4.88*	i	.	100*	i
COC(=O)Cn1cc(/C=C2\C(=O)NC(=O)N(c3ccc(OC)cc3)C2=O)c2ccccc21	i	i	i	i	i	1.5	i	i	.	i	i
Cn1cc(C(=O)N2CCOCC2)c2ccccc21	i	i	i	i	i	-0.9	i	i	i	i	i
O=P(O)(Oc1ccccc1)OC(c1ccccc1)C(F)(F)C(F)(F)F (stereo not drawn)	i	i	i	i	i	-3.5	i	i	i	i	i
COc1ccc(C(=O)N2CCCC2=O)cc1	i	i	i	i	i	1.6	i	i	i	i	i
O=C(NC1CCCCC1)[C@@H]1CC=C[C@@H]2CCN(Cc3ccccc3)C(=O)[C@@H]21	i	i	i	i	.	4.9	i	i	i	i	i
CCN1CC2([N+](=O)[O-])CC=C(Cl)C([N+](=O)[O-])(C1)C2 (stereo not drawn)	i	i	i	i	i	-4.7	i	i	i	i	i
CCn1c(O)c(C(c2ccccn2)c2c(O)n(CC)c(=S)[nH]c2=O)c(=O)[nH]c1=S	i	i	i	i	i	-0.3	i	i	i	i	i
Cc1cccc(NC(=O)OC2CN3CCC2CC3)c1 (stereo not drawn)	i	i	i	i	i	0.4	i	i	i	i	i
CCN(CC)CCN=Cc1c(O)n(CCC2=CCCCC2)c(=O)[nH]c1=O	i	i	i	i	i	5.4	i	i	i	i	i
CN1CCN(/N=C/c2c(O)n(C)c(=O)n(C)c2=O)CC1	i	i	i	i	i	2.8	i	i	i	i	i
CC1CN(c2ccc([N+](=O)[O-])c(N3CCCCC3)c2)CCN1 (stereo not drawn)	i	i	i	i	i	-0.1	i	-5.35*	i	i	i
Later entries:
SMILES	MrgX1 allo act	TRPC4 agonist	TRPC6 activator	MrgX1 agonist	TRPC4 block	SKKanGAS inh	MrgX1 antag	TRPC6 inh	ANO1 activ	ANO1 block	TRPC4 potent
CCN1C(=O)C(=C2C=C(C)OC(C)=C2)C(=O)N(CC)C1=S	i	i	i	i	i	-6.0	i	i	i	i	i
CCC(=O)N1N=C2C3CCN(CC3)C2C1c1ccccc1 (stereo not drawn)	i	i	i	i	i	-0.7	i	i	i	i	i
CC(=NCc1ccc2c(c1)OCO2)c1c(O)n(Cc2ccccc2)c(=O)[nH]c1=O	i	i	i	i	i	8.9	i	i	i	i	i
COc1ccc2c(c1)c(C(=O)C(C)N1CCCCC1)c(C)n2C (stereo not drawn)	i	i	i	i	i	3.4	i	i	i	i	i
CCOC(=O)c1cncn1C(C)c1ccccc1 (stereo not drawn)	i	i	i	i	i	-4.6	i	i	i	i	i
COc1cccc(CNCCc2c[nH]c3ccccc23)c1	i	i	i	i	i	1.3	i	i	.	i	i

Screens: PubChem BioAssay, several laboratories
